Rev-RRE block: HIV-1 Rev-RRE binding inhibitors, primary screen, biochemical, FRET, protein-RNA interaction; P05866; Rev peptide-RRE RNA binding; inhibition, % at 8 µM; actives 0.79% (n = 97,000); AID 704, 2007;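 active means inhibition above the screen-wide mean plus 3 SD, cut at about 35% in these data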;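 further: 0% = median DMSO wells and 100% = median Neomycin B control wells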
Target sequence (P05866 whole entry, looked up): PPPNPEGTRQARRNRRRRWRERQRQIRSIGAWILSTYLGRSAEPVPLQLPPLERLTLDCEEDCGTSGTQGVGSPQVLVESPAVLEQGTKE
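assay system = Cy5-tagged RRE RNA duplex with fluorescein-tagged Rev peptide | incubation = 5 + 15 min at 25 °C | also added = labelled Rev peptide | measure = % inhibition of FRET ratio versus controls | benchmarks = DMSO wells as 0% and neomycin B wells as 100% inhibition | measured by = FRET fluorescence readout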
ERa coact inh: ERα–SRC-1 coactivator interaction inhibitors, primary screen, biochemical, TR-FRET, ERα LBD, estradiol-bound. Estrogen receptor (Homo sapiens), P03372. AID 629, 2007. TR-FRET ER-alpha LBD / SRC-1 peptide. actives 1.7% (n = 86,000). inhibition, % at 25.6 µM; in the data active means inhibition above about 50%;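 further: 0% = receptor plus peptide control and 100% = peptide only without receptor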
CD11b adhes inh: inhibitors of CD11b/CD18 adhesion to fibrinogen, primary screen, K562 cells, luminescence; Integrin beta-2 (Homo sapiens) + Integrin alpha-M (Homo sapiens), P05107+P11215; actives 0.54% (n = 93,000); AID 1497, 2009; ATPlite luminescence; Mn2+ added to activate the integrin; inhibition, % at 10 µM;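 active means primary inhibition of 50% or more at 10 µM, then 40% or more on retest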; further: some results filed as inactive read as strong as hits
Target sequence (P05107 whole entry, looked up, other chains not shown): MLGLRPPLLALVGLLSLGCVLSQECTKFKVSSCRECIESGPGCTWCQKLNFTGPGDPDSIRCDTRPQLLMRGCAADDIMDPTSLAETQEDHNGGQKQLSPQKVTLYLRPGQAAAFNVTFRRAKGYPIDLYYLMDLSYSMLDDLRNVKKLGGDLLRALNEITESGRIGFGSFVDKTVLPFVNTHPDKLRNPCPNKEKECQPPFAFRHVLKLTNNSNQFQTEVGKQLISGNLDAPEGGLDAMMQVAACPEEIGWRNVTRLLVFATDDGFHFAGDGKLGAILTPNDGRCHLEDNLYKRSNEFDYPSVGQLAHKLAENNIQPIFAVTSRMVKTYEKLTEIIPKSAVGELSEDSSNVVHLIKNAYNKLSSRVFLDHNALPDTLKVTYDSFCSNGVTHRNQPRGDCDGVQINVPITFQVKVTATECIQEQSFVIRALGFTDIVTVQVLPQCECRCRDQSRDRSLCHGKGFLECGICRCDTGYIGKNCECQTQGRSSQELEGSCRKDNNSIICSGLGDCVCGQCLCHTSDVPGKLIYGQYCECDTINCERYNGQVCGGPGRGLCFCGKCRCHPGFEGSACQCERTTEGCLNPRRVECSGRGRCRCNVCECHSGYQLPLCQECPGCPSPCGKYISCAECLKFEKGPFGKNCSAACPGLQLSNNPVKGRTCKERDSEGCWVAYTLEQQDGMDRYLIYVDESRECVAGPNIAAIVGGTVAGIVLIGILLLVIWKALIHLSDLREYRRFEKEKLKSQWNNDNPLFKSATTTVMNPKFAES
PLK1 inh: human PLK1 kinase inhibitors, primary screen, biochemical, TR-FRET; Serine/threonine-protein kinase PLK1 (Homo sapiens), P53350; recombinant PLK1 kinase, TR-FRET peptide phosphorylation; inhibition, % at 10 µM; actives 0.53% (n = 97,000); AID 619, 2007;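 active means inhibition of 50% or more in the single-concentration screen; inactive means inhibition below 50%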;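 further: 0% = DMSO max control and 100% = H-89 dihydrochloride min control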
PLK1 PBD inh: Plk1 polo box domain binding inhibitors, primary screen, biochemical, fluorescence polarization. actives 0.13% (n = 97,000). Serine/threonine-protein kinase PLK1 (Homo sapiens), P53350. AID 693, 2007. inhibition, %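 (tested at about 20 µM)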. Plk1 PBD phosphopeptide binding; in the data active means inhibition above about 34%, passing the limit was not always enough
CD11b adhes enh: enhancers of CD11b/CD18 adhesion to fibrinogen, primary screen, K562 cells, luminescence; ATPlite luminescence; activation, % at 10 µM; actives 0.07% (n = 93,000); AID 1499, 2009;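 active means 10 µM primary screen giving 50% or more activity, confirmed by 40% or more on retest at that dose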; further: strong numbers were not always called active
ERa coact pot: enhancers of ERα–SRC-1 coactivator binding, primary screen, biochemical, TR-FRET, ERα LBD, low estradiol; AID 639, 2007; coactivator binding (% of control), % at 25.6 µM; actives 1.3% (n = 86,000); TR-FRET ERalpha-LBD/SRC-Cy5 coactivator binding, 2 h; 100 = basal binding, no effect; Estrogen receptor (Homo sapiens), P03372; in the data active means activity above about 200%;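 further: binding measured in presence of low estradiol as agonist stimulus; 0% = peptide alone without receptor and 100% = receptor with peptide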
FAK blocker: FAK kinase inhibitors, primary screen, biochemical. biochemical FAK kinase activity assay. AID 727, 2007. inhibition, %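 (tested at 7 µM)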. actives 0.84% (n = 97,000). Focal adhesion kinase 1 (Homo sapiens), Q05397; in the data active means inhibition above about 19%;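 further: 0% = DMSO and 100% = reference compound high control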
ERb coact inh: inhibitors of ERβ-SRC1 coactivator interaction, primary screen, biochemical, TR-FRET, ERβ LBD, SRC-1 peptide; AID 633, 2007; Estrogen receptor beta (Homo sapiens), Q92731; inhibition, % at 25.6 µM; TR-FRET ER-beta LBD / SRC1-Cy5 peptide binding; receptor agonist-loaded with 1 µM estradiol; actives 1.3% (n = 86,000);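 active means compounds whose percent inhibition of the receptor-coactivator binding signal exceeds about 50% in the single-dose screen, limit read from the data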;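 further: 0% = receptor plus peptide wells without compound and 100% = peptide-only wells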
* hit, by the source's call; / = no result given; [ ] = dose if it differs, or a comment.

Structure	Rev-RRE block	ERa coact inh	CD11b adhes inh	PLK1 inh	PLK1 PBD inh	CD11b adhes enh	ERa coact pot	FAK blocker	ERb coact inh
COc1ccc2c(c1)C(C1=C(O)CC(C)(C)CC1=O)C1=C(CC(C)(C)CC1=O)O2 (stereo not drawn)	-2	-4	-29	3	25	2	84[fluorescence artefact?]	1	8[fluorescence artefact?]
CCOC(=O)CSc1ncc(OC)c(Sc2ccc(Cl)cc2)n1	12	/	/	-12	-22	/	/	-3	/
NC(=O)CC(O)c1cccc(Cl)c1 (stereo not drawn)	/	3	-6	/	/	-3	104	/	1
C/C(=N\OC(=O)NC(C)C)c1sc(-c2ccc(Cl)cc2)nc1C	6	/	/	-15	-10	/	/	2	/
Cc1cc(C(C)(C)C)cc(S(=O)(=O)Nc2ccc(O)c(C(=O)O)c2)c1C	-1	25[fluorescence artefact?]	14	-16	-37	3	70	-3	27[fluorescence artefact?]
COC(=O)CCCNS(=O)(=O)c1ccc2ccccc2c1	3	32	/	-6	3	/	87	-1	9
COc1ccc(C(=O)/C=C/Nc2ccc([N+](=O)[O-])cc2C)c(OC)c1	20	/	5	-10	21	48	/	-1	/
Cc1ccsc1/C=N/N1CCN(c2ccccc2)CC1	1	/	9	-6	26	-6	/	7	/
COc1ccccc1-c1nc(NC(C)=O)n[nH]1	4	7[fluorescence artefact?]	3	6	-29	-4	104	-1	11[fluorescence artefact?]
CN1C(=O)SC(Nc2ccccc2)C1=O (stereo not drawn)	-1	-20	/	14	-15	/	110[fluorescence artefact?]	-1	-24[fluorescence artefact?]
CC(C)Nc1nc(Oc2ccc(Cl)cc2Cl)cc(C(F)(F)F)n1	20	/	13	-3	34	-2	/	0	/
Cc1cc(S(=O)(=O)NC2CCCCC2)c(C)s1	-1	1[fluorescence artefact?]	-9	6	13	-4	132	-2	-13[fluorescence artefact?]
Cc1ccc(OCCCSc2ncccn2)cc1C	9	9[fluorescence artefact?]	/	-14	-8	/	86	0	6[fluorescence artefact?]
O=C(CSc1ncn(-c2ccccc2)n1)c1cccs1	3	2	-13	-12	13	-3	110[fluorescence artefact?]	0	-8
COc1cccc(C2C3CN(C)CC=C3C(C#N)=C(N)C2(C#N)C#N)c1OC (stereo not drawn)	85*[fluorescence artefact?]	-10	/	-13	21	/	108	1	-13
Cc1ccccc1NC(=S)N1CCC(C(=O)c2ccc(F)cc2)CC1	3	/	0	-5	-16	2	/	-7	/
COc1ccc(S(=O)(=O)Cc2ccc(C(=O)N3CCc4ccccc4C3)o2)cc1	7	-2	8	-13	15	2	119[fluorescence artefact?]	6	1
CC#CCCC(=O)N1C=Cc2ccccc2C1C#N (stereo not drawn)	5	/	-13	2	-16	-2	/	-7	/
CCCSc1nnc2nc(C)cc(C)n12	7	-3	0	-14	20	9	96	5	4
Cc1nc(SCC(=O)Nc2c(C)nn(C)c2C)c2cnn(-c3ccccc3)c2n1	-2	2	/	-11	4	/	128	4	-16
COc1ccc(/C(O)=C2/C(=O)C(=O)N(CCN(C)C)C2c2ccc(F)cc2)cc1Cl (stereo not drawn)	6	21[fluorescence artefact?]	-4	-7	27	0	144	0	-7
CCc1nnc(NC(=O)CSc2nc3cccnc3n2C2CCCCC2)s1	3	12	13	-3	3	4	94	-2	15[fluorescence artefact?]
COC(=O)c1cn(C(=O)c2ccccc2F)nc1N	3	1	-20	4	21	-6	93	-1	1
COC(=O)c1c(CCl)noc1C(=O)NCC1CCCO1 (stereo not drawn)	3	/	-13	-8	-9	0	/	-1	/

Entries listed above shown as hits in Rev-RRE block:
Structure	Rev-RRE block	ERa coact inh	CD11b adhes inh	PLK1 inh	PLK1 PBD inh	CD11b adhes enh	ERa coact pot	FAK blocker	ERb coact inh
COc1cccc(C2C3CN(C)CC=C3C(C#N)=C(N)C2(C#N)C#N)c1OC (stereo not drawn)	85*[fluorescence artefact?]	-10	/	-13	21	/	108	1	-13

More results.
Structure	Rev-RRE block	ERa coact inh	CD11b adhes inh	PLK1 inh	PLK1 PBD inh	CD11b adhes enh	ERa coact pot	FAK blocker	ERb coact inh
O=C(c1cn(-c2ccccc2)nc1-c1ccc(F)cc1)N1CCOCC1	/	-1[fluorescence artefact?]	12	/	/	-1	95[fluorescence artefact?]	/	1
Nn1c(SC/C=C/c2ccccc2)nnc1-c1ccncc1	12	-29	4	-13	-5	0	100	1	-29
CSc1nc2ccc(NC(=O)C3CC(=O)N(Cc4ccccc4)C3)cc2s1 (stereo not drawn)	2	-4	-10	0	-7	2	108[fluorescence artefact?]	0	-9
COC(=O)c1[nH]c2ccccc2c1NC(=O)CN1CCN(C(=O)c2ccco2)CC1	3	-2	-6	-16	19	-2	113	4	3
O=C(CSc1ncnc2scc(-c3ccc(Cl)cc3)c12)NCc1ccc2c(c1)OCO2	0	/	/	-9	8	/	/	-2	/
O=c1oc(-c2ccccc2[N+](=O)[O-])nc2ccccc12	5	/	-3	-6	-4	2	/	-3	/
COc1cccc(CNC(=O)C2CCCN(S(=O)(=O)c3cccc4nonc34)C2)c1 (stereo not drawn)	5	-11	0	-5	5	0	82	0	-2
Nn1c(-c2ccco2)n[nH]c1=S	5	-6	-5	-5	9	-2	78	4	5
Cc1cc(C)nc(SCc2csc(N)n2)n1	5	-1	-2	-8	-18	5	114	-3	-3
CCN(CC)CCOc1cccc(C(C)C)c1	/	-8	0	/	/	19	94	/	-1
CCCC(=O)Nc1sc2c(c1C(=O)OC)C(C(=O)OC)CC2 (stereo not drawn)	9	-29	/	-9	-5	/	97	2	-14
Cc1nn(C(C)C(=O)NCc2ccccc2)c(C)c1[N+](=O)[O-] (stereo not drawn)	3	/	/	-5	-15	/	/	-3	/

Fetched one by one from the entries so far:
Structure	Rev-RRE block	ERa coact inh	CD11b adhes inh	PLK1 inh	PLK1 PBD inh	CD11b adhes enh	ERa coact pot	FAK blocker	ERb coact inh
Nn1c(-c2ccco2)n[nH]c1=S	5	-6	-5	-5	9	-2	78	4	5
COc1cccc(CNC(=O)C2CCCN(S(=O)(=O)c3cccc4nonc34)C2)c1 (stereo not drawn)	5	-11	0	-5	5	0	82	0	-2
COC(=O)c1[nH]c2ccccc2c1NC(=O)CN1CCN(C(=O)c2ccco2)CC1	3	-2	-6	-16	19	-2	113	4	3

Continued.
Structure	Rev-RRE block	ERa coact inh	CD11b adhes inh	PLK1 inh	PLK1 PBD inh	CD11b adhes enh	ERa coact pot	FAK blocker	ERb coact inh
Cc1ccc(S(=O)(=O)/C(C#N)=C/c2c[nH]c3ccccc23)cc1	14	/	54	-1	-15	-2	/	1	/
CCCCNc1nc2ccccc2n1CC(=O)N1CCc2ccccc2C1	1	1	-8	-6	10	-1	115[fluorescence artefact?]	1	-10
CCOc1cc2c3c(c1)C1(C(=O)N3C(C)(C)C=C2C)C(C#N)=C(N)Oc2cc(O)ccc21 (stereo not drawn)	8	12	12	-12	7	-8	76	-3	15
COc1ccc(Br)cc1CNC(=O)CCc1nc(-c2ccccc2F)no1	10	-1	3	-9	13	-1	107	0	-9
CCOc1ccc(NC(=O)c2cc3cc4ccc(OC)cc4nc3o2)cc1	3	56*	-43	-12	-8	30	194[fluorescence artefact?]	13	45
O=C(CN1CCCN(S(=O)(=O)c2ccc(Br)cc2)CC1)Nc1ccc2c(c1)OCO2	9	-13	/	7	-14	/	134	0	-4
CN(C)c1ccc(NC(=O)CN2C(=O)CC(c3ccccc3)=Nc3ccccc32)cc1	-1	93*[fluorescence artefact?]	-13	6	-21	56	38[fluorescence artefact?]	12	66*[fluorescence artefact?]
O=C(OCc1ccc(Cl)cc1Cl)c1ccncc1	5	/	6	-5	-5	-6	/	2	/
Cc1ccc(C(C)C)c(OCC(O)CN2CCOCC2)c1 (stereo not drawn)	1	-15	-8	-1	21	1	87	-2	-3
CCOCC(=O)Nc1sc2c(c1C(=O)OCC)CCCC2	10	-29	/	-14	1	/	97	1	-3[fluorescence artefact?]
Cc1cccc(C)c1NC(=O)C(C)c1ccc(-c2ccccc2)c(F)c1 (stereo not drawn)	17	/	77	-8	-4	-8	/	-1	/
O=C(NC1CC2CCCC(C1)N2C(=O)Nc1ccc(Cl)c(C(F)(F)F)c1)C1CC1 (stereo not drawn)	4	3	/	-11	19	/	116	6	-8
Cc1noc(C)c1S(=O)(=O)N1CCC(C(=O)N2CCN(C(=O)c3ccco3)CC2)CC1	2	0	-18	-36	-12	-1	120	2	-3
CCOc1c(Br)cc(C2NS(=O)(=O)N=C3CCCCCN32)cc1OC (stereo not drawn)	1	-5	-5	-16	-8	-3	118	47*	-3
COc1cc(C2NC(C(=O)O)Cc3c2[nH]c2ccccc32)cc(OC)c1OC (stereo not drawn)	6	7	2	-21	-15	0	109	-1	28
Cc1cnc2cc(Cl)c(Cl)cc2n1	4	-19	/	-9	13	/	98	0	-9
CCNc1nc(NCC)nc(OCCOC(=O)COc2ccc(Cl)cc2Cl)n1	19	-6	/	-7	-15	/	78	2	-8
Cc1cc(NC(=O)CN2CCN(S(=O)(=O)c3ccc(Cl)cc3)CC2)no1	3	/	3	-7	0	-5	/	1	/
O=C(NCCCN1CCCC1=O)c1ccc2c(c1)NC(=O)C(N1CCOCC1)S2 (stereo not drawn)	5	28	-15	9	-16	3	104	-2	39
Cc1c(Cl)ccc2c1NC(=O)[C@]21N[C@@H](CCC(N)=O)[C@H]2C(=O)N(c3ccc(F)cc3)C(=O)[C@H]21	9	-12	-11	-5	-1	4	108	-5	-2
CCOc1ccc(C(Nc2ccc(C)cc2)P2(=O)OCCC(C)O2)cc1 (stereo not drawn)	1	-13	-4	-9	-7	0	103	4	-9

Bioassay records (PubChem)
